KCNK9 block: blocks the human KCNK9 two-pore domain potassium channel. Q9NPC2. HEK293 KCNK9, FluxOR thallium flux fluorescence; stronger effect = lower value. B-score at 10 µM. 310,000 tested, 1.2% active. AID 488922;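 active = ratio B-score over 3 SD below the library mean, with starting fluorescence within 5 SD of its mean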;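 also: negative B-score means less thallium flux so channel inhibition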
DYRK1A inh: Dyrk1A (rat) kinase inhibition. inhibition, % at 12.5 µM. Q63470. AID 504441. ADP-Glo luminescence, NFATc1 peptide. 310,000 tested, 0.43% active; in the data active = inhibition above about 50%;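 also: plate controls were vehicle with enzyme for no effect and no enzyme for full effect; many of its hits are not listed in these tables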
TMEM16A act: mouse TMEM16A channel activation, primary screen. HEK293 TMEM16A/YFP-H148Q/I152L, iodide quench fluorescence; stronger effect = lower value. Q8BHY3. 340,000 tested, 0.3% active. B-score at 10 µM;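 active = fluorescence-ratio B-score plate-corrected deviation score at least 3 library SD below zero, with starting fluorescence score within 5 deviations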;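 also: channel opened by trigger with iodide after compound preincubation; score built on the fluorescence ratio of max minus min over baseline; more negative score means more quench and so TMEM16A activation or potentiation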
KCNK3 inh: human KCNK3 channel inhibition, primary screen | CHO-KCNK3 thallium flux, FluxOR fluorescence; stronger effect = lower value | B-score at 10 µM | 340,000 tested, 0.84% active;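 active = B-score under library mean minus 4 SD, starting fluorescence ratio at most library mean plus 5 SD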;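 also: more negative B-score means stronger inhibition of thallium flux through KCNK3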
HDAC3 inhib: inhibitors of human histone deacetylase 3; recombinant HDAC3, fluorogenic peptide/trypsin coupled, fluorescence; 320,000 tested, 0.15% active; AID 2718; inhibition, % at 8.3 µM; O15379; in the data active = inhibition above about 26%, passing the limit was not always enough; inconclusive = no clear call, values can overlap the other calls
KCNQ1 block: blocks the human KCNQ1 potassium channel; CHO-K1 KCNQ1, FluxOR thallium flux fluorescence; stronger effect = higher value; 310,000 tested, 1.3% active; B-score at 10 µM; P51787; AID 2642;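 active = compounds whose thallium flux B-score, printed positive for inhibition, exceeds three library SD while starting fluorescence stays within three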;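 also: channel opened by potassium depolarization with thallium stimulus after 20 min compound exposure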
ANO1 block: blocks the mouse calcium-activated chloride channel TMEM16A | HEK293 TMEM16A/YFP iodide influx fluorescence, ionomycin | 310,000 tested, 1.2% active | normalized B-score (activity score, 25-100; higher = stronger inhibition) at 10 µM | Q8BHY3 | AID 588511;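 active = ratio plate-corrected score three or more library SD toward inhibition, starting fluorescence score within five deviations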;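 also: score derived from kinetic fluorescence span divided by baseline fluorescence per well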
TRPC4 PAM: TRPC4 (mouse) allosteric potentiation | Q9QUQ5 | AID 2227 | 310,000 tested, 0.42% active | B-score at 10 µM | HEK293 TRPC4beta/mu-opioid, DAMGO EC20, Fluo-4 Ca2+ flux; stronger effect = higher value;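 active = B-score of calcium response area above 5 SD of library B-scores, with initial fluorescence ratio within 5 SD of library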;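 also: B-score of integrated fluorescence ratio over time as area under calcium response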
Target sequence (Q9QUQ5 whole entry, looked up): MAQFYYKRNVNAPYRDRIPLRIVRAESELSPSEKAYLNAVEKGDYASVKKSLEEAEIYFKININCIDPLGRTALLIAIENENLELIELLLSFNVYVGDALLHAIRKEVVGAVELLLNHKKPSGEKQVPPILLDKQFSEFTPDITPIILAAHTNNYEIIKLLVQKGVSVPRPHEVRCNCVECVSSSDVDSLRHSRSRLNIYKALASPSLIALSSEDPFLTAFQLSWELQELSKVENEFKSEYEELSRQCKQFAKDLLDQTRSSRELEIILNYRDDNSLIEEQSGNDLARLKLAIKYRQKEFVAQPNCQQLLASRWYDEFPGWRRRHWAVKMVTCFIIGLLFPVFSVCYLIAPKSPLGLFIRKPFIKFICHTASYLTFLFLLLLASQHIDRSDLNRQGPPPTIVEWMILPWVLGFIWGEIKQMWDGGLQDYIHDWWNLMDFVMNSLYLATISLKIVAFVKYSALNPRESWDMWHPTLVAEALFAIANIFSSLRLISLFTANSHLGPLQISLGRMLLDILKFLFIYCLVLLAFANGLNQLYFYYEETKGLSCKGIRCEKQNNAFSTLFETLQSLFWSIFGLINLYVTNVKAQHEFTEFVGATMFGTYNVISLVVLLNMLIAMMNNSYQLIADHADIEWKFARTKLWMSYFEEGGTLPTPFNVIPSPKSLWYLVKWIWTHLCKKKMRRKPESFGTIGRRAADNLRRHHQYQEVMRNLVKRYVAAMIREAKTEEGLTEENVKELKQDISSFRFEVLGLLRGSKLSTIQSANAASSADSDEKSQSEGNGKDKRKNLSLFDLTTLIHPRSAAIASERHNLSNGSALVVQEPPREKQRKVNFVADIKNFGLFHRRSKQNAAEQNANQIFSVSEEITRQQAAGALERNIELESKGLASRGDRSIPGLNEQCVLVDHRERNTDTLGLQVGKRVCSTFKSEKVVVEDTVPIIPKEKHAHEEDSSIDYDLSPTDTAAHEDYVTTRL
KCNQ1 act: human KCNQ1 channel potentiation or activation | P51787 | CHO-K1 KCNQ1, thallium flux FluxOR fluorescence; stronger effect = higher value | B-score at 10 µM | 310,000 tested, 0.35% active | AID 2648;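 active = fluorescence ratio B-score, a plate-corrected score, at least three library SD, with initial intensity B-score within 5 SD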
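Assay system: stable KCNQ1 CHO-K1 line; medium: assay buffer, equal DMSO in all wells; timing: 90 min dye loading and 20 min compound exposure, both at room temperature; technique: kinetic FluxOR thallium fluorescence, 10-s 1-Hz baseline, 110-s post-stimulus read; read-out basis: B score of baseline-normalized fluorescence ratio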
hERG protect: compounds protecting human hERG from proarrhythmic drug block | Q12809 | CHO-hERG, FluxOR thallium flux, dofetilide IC70 present | activation (rescue from dofetilide block), less the hit threshold, % at 10 µM | 310,000 tested, 0.51% active | AID 1511;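 active = activation above the mean of controls blocked by dofetilide plus 5 SD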;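 also: thallium influx through hERG after potassium depolarization seen as dye fluorescence rise; in these data hits start at about 4.7%; inactives centre near -7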
TRPC4 act: opens the mouse TRPC4 cation channel | Q9QUQ5 | HEK293 TRPC4beta/mu-opioid, Fluo4 calcium fluorescence; stronger effect = higher value | B-score at 10 µM | 310,000 tested, 0.49% active;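 active = B-score above 5 SD of library B-scores, and initial fluorescence ratio not above library mean plus 5 SD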;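 also: positive B-score marks a calcium rise read as TRPC4 activation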
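system = HEK293 cells stably co-expressing mouse TRPC4beta and mu-opioid receptor | schedule = Fluo4 dye loading 45 min at room temperature, 110 s recording | measure = B-scored integrated calcium fluorescence ratio | signal = Fluo4 calcium-sensitive dye fluorescence, kinetic, 1 Hz baseline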
An asterisk follows results filed as active; i = inactive; u = inconclusive; x = no result given. Only part of the results is shown; count on the stated rates, not on these rows.

# | mol | KCNK9 block | DYRK1A inh | TMEM16A act | KCNK3 inh | HDAC3 inhib | KCNQ1 block
1 | COC(=O)C1=C(C)N(CCc2c[nH]c3ccccc23)C(=O)C1 | i | -5 | i | i | 1 | i
2 | C=CCOc1cccc(C(=O)N2CCC(CCC(=O)NC3CC3)CC2)c1 | i | x | i | i | 3 | i
3 | COCC(=O)N1CCCc2ccccc21 | i | -1 | i | i | x | i
4 | C#CCOC(=O)C[N+](C)(C)C/C=C/c1ccccc1 | i | 0 | i | i | 9 | i
5 | CSc1nc(C)nc2c1c(=O)n(C)c(=O)n2C | i | 5 | i | i | 2 | i
6 | COc1cccc(/C=C/C(=C2/C(=O)N(c3ccccc3)N=C2C)c2ccccc2)c1OC | i | -7 | i | i | -1 | i
7 | O=C(N1CCOCC1)N1CCN(S(=O)(=O)N2CCOCC2)CC1 | i | -3 | i | i | -4 | i
8 | O=C(Cc1ccccc1)Nc1nnc(-c2ccco2)o1 | i | x | i | i | 2 | i
9 | CC(C)c1ccc(/C=C/c2[nH]c(=O)[nH]c(=O)c2[N+](=O)[O-])cc1 | i | 1 | i | i | 4 | i
10 | Cc1csc(NC(=O)CSc2nnc(CCNC(=O)c3ccc(Cl)c(Cl)c3)n2C)n1 | i | -11 | i | i | -5 | i
11 | Cc1ccc(-n2nc(C)c3c(C)c(CCC(=O)NCc4ccco4)c(C)nc32)cc1 | i | 2 | i | i | -1 | i
12 | O=C(CCNC(=O)N1CC(=O)Nc2ccccc21)NCc1cccc(Cl)c1 | i | -2 | i | i | -10 | i
13 | CCCNC(=O)c1cc(S(=O)(=O)N2CCc3ccccc32)cn1C | i | -1 | i | i | 6 | i
14 | O=C1CC(C(F)(F)C(F)(F)C(F)(F)F)=Nc2ccccc2N1 | i | -4 | i | i | 4 | i
15 | COc1ccccc1NC(=O)Nc1ccc(C(N)=O)cc1 | i | 7 | i | i | 5 | i

# | ANO1 block | TRPC4 PAM | KCNQ1 act | hERG protect | TRPC4 act
1 | i | i | i | -9 | i
2 | i | i | i | -4 | i
3 | i | i | i | -7 | i
4 | i | i | i | -8 | i
5 | i | i | i | -9 | i
6 | i | i | i | -5 | i
7 | i | i | i | -9 | i
8 | i | i | i | -8 | i
9 | i | i | i | -16 | i
10 | i | i | i | -10 | i
11 | i | i | i | -7 | i
12 | i | i | i | -9 | i
13 | i | i | i | -8 | i
14 | i | i | i | -8 | i
15 | i | i | i | -9 | i

The list continues.
# | mol | KCNK9 block | DYRK1A inh | TMEM16A act | KCNK3 inh | HDAC3 inhib | KCNQ1 block
16 | CCN(CC)C(=O)C(=O)Nc1cccc(Br)c1 | i | -55 | i | i | 3 | i
17 | COc1cccc(CCNC(=O)CC2C(=O)NCCN2CC(C)(C)C)c1 (configuration not stated) | i | 5 | i | i | 0 | i
18 | CCC(=O)NCCCc1nc2ccccc2n1Cc1ccccc1F | i | 7 | i | i | -1 | i
19 | Cc1cc(C)nc(/N=C(\N)N(Cc2ccccc2)Cc2ccccc2)n1 | i | 0 | i | i | 6 | i
20 | CCN1CCN(S(=O)(=O)c2ccc3ccccc3c2)CC1 | i | -3 | i | i | x | i
21 | Clc1ccc(-c2ccc(SCc3ccccn3)nn2)cc1 | i | 3 | i | i | -2 | i
22 | COc1ccc(CNC(=O)CCNS(=O)(=O)c2cccc3nsnc23)cc1 | i | -3 | i | i | 0 | i
23 | COc1ccc(N(C(=O)CCl)C(C(=O)NCCc2ccccc2)c2cccs2)cc1Cl (configuration not stated) | i | -1 | i | i | 13 | i
24 | O=C(O)C1CCCCC1C(=O)Nc1cccc(Cl)c1Cl (configuration not stated) | i | 1 | i | i | 3 | i
25 | O=C(Oc1ccc(C(=S)N2CCOCC2)cc1)c1ccccc1 | i | 4 | i | i | 6 | i
26 | Cc1ccc(/C=N/NC(=O)c2nnn(-c3nonc3N)c2CNc2ccccc2)cc1 | i | -6 | i | i | 6 | i
27 | CC(C)Oc1ccc(C(CCN)C2CCCCC2)cc1 (configuration not stated) | i | -5 | i | i | 1 | i
28 | CCOC(=O)C1(CCCc2ccccc2)CCN(S(C)(=O)=O)CC1 | i | -4 | i | i | 6 | i
29 | CCOc1ccc(C(=S)N2CCOCC2)cc1OC | i | -5 | i | i | 1 | i
30 | Cc1ccc(N(C(=O)c2ccc(S(=O)(=O)N(C)C)cc2)C2C=CS(=O)(=O)C2)cc1 (configuration not stated) | i | 3 | i | i | 2 | i

# | ANO1 block | TRPC4 PAM | KCNQ1 act | hERG protect | TRPC4 act
16 | i | i | i | -5 | i
17 | i | i | i | -9 | i
18 | i | i | i | -11 | i
19 | i | i | i | -17 | i
20 | i | i | i | -11 | i
21 | i | i | i | -8 | i
22 | i | i | i | -3 | i
23 | i | i | i | -8 | i
24 | i | i | i | -8 | i
25 | i | i | i | -16 | i
26 | i | i | i | -5 | i
27 | i | i | i | -15 | i
28 | i | i | i | -3 | i
29 | i | i | i | -4 | i
30 | i | i | i | -12 | i

4 entries out of the list above, arranged by the number in HDAC3 inhib, falling:
cpd | Compound | HDAC3 inhib
23 | COc1ccc(N(C(=O)CCl)C(C(=O)NCCc2ccccc2)c2cccs2)cc1Cl (configuration not stated) | 13
28 | CCOC(=O)C1(CCCc2ccccc2)CCN(S(C)(=O)=O)CC1 | 6
17 | COc1cccc(CCNC(=O)CC2C(=O)NCCN2CC(C)(C)C)c1 (configuration not stated) | 0
18 | CCC(=O)NCCCc1nc2ccccc2n1Cc1ccccc1F | -1

(further entries)
# | mol | KCNK9 block | DYRK1A inh | TMEM16A act | KCNK3 inh | HDAC3 inhib | KCNQ1 block
31 | Cc1sc2ncnc(NCCCO)c2c1C | i | 14 | i | i | 5 | i
32 | COCCOC(=O)C1=C(C)NC2=C(C(=O)CC(C)(C)C2)C1c1cc2c(cc1Br)OCO2 (configuration not stated) | i | 5 | i | i | 0 | i
33 | Cc1ccc(S(=O)(=O)NCc2nc3ccccc3[nH]2)cc1 | i | 6 | i | i | -6 | i
34 | CCOC(=O)/C(C#N)=C\c1ccc2c(c1)OCO2 | i | 2 | i | i | 0 | i
35 | O=[N+]([O-])c1ccc(C[n+]2cc(-c3ccc(Cl)c(Cl)c3)n3c2CCCCC3)cc1 | i | 7 | i | i | 4 | i
36 | Cc1ccc(C2(C)NC(=O)N(CC(=O)N3CCN(S(=O)(=O)c4cccs4)CC3)C2=O)cc1 (configuration not stated) | i | -4 | i | i | 0 | i
37 | Cc1cccc(C)c1OCC1CNC(=O)O1 (configuration not stated) | i | 2 | i | i | -11 | i
38 | Nn1c(SCC(=O)Nc2ccc(F)c(F)c2)nnc1C1CCCCC1 | i | -7 | i | i | -6 | i
39 | CC(=O)Cn1cnc2scc(-c3ccc(C)c(C)c3)c2c1=O | i | 21 | i | i | 4 | i
40 | COc1cc2c(cc1OC)C1(NCC2)C(=O)Nc2ccccc21 (configuration not stated) | i | 1 | i | i | 10 | i
41 | O=C(Nc1cccc(C(F)(F)F)c1)C1(c2ccccc2)CC1 | -12* | -2 | i | i | 1 | i
42 | CNC(=O)c1c(NC(=O)CCS(=O)(=O)c2ccc(F)cc2)sc(C)c1C | i | -2 | i | i | x | i
43 | COc1cc(OC)c(NC(=O)Cn2cccc2)cc1Cl | i | -3 | i | i | 2 | i
44 | CN1CCN(C(=O)C2CCC(=O)N(Cc3cccc(C(F)(F)F)c3)C2)CC1 (configuration not stated) | i | 4 | i | i | -1 | i
45 | CCc1cc2c(=O)[nH]c(-c3ccncc3)nc2s1 | i | 23 | i | i | 2 | i

# | ANO1 block | TRPC4 PAM | KCNQ1 act | hERG protect | TRPC4 act
31 | i | i | i | -7 | i
32 | i | i | i | -3 | i
33 | i | i | i | 0 | i
34 | i | i | i | -1 | i
35 | i | i | i | -12 | i
36 | i | i | i | -12 | i
37 | i | i | i | 6.5* | i
38 | i | i | i | -14 | i
39 | i | i | i | -7 | i
40 | i | i | i | -22 | i
41 | i | i | i | -11 | i
42 | i | i | i | 1 | i
43 | i | i | i | -5 | i
44 | i | i | i | -2 | i
45 | i | i | i | -1 | i

Part of the list above in order of formula weight, falling.
# | mol | KCNK9 block | DYRK1A inh | TMEM16A act | KCNK3 inh | HDAC3 inhib | KCNQ1 block
32 | COCCOC(=O)C1=C(C)NC2=C(C(=O)CC(C)(C)C2)C1c1cc2c(cc1Br)OCO2 (configuration not stated) | i | 5 | i | i | 0 | i
36 | Cc1ccc(C2(C)NC(=O)N(CC(=O)N3CCN(S(=O)(=O)c4cccs4)CC3)C2=O)cc1 (configuration not stated) | i | -4 | i | i | 0 | i
44 | CN1CCN(C(=O)C2CCC(=O)N(Cc3cccc(C(F)(F)F)c3)C2)CC1 (configuration not stated) | i | 4 | i | i | -1 | i
37 | Cc1cccc(C)c1OCC1CNC(=O)O1 (configuration not stated) | i | 2 | i | i | -11 | i

# | ANO1 block | TRPC4 PAM | KCNQ1 act | hERG protect | TRPC4 act
32 | i | i | i | -3 | i
36 | i | i | i | -12 | i
44 | i | i | i | -2 | i
37 | i | i | i | 6.5* | i

The list continues.
# | mol | KCNK9 block | DYRK1A inh | TMEM16A act | KCNK3 inh | HDAC3 inhib | KCNQ1 block
46 | O=C(CCc1nc2ccccc2c(=O)[nH]1)OCc1nnc(-c2ccccc2)o1 | i | 8 | i | i | u | i
47 | CC1(C)N([O-])C(c2ccccc2)=C[N+](=O)C1(C)C | i | -1 | i | i | 10 | i
48 | C=CCSc1ncccc1C(=O)NCCc1ccc(Cl)cc1 | i | 0 | i | i | -2 | i
49 | Clc1ccc(OCCN2CCOCC2)cc1 | i | -4 | i | i | -5 | i
50 | O=c1[nH]c2ccccc2cc1-c1noc(-c2cccnc2)n1 | i | -2 | i | i | 2 | i
51 | CCN1C(=O)C(C)S/C1=N\S(=O)(=O)c1ccc(F)cc1 (configuration not stated) | i | x | i | i | x | i
52 | Cn1cnnc1SCC(=O)Nc1ccc(Br)cc1F | i | 5 | i | i | 4 | i
53 | N/C(=N\NS(=O)(=O)c1ccccc1C(F)(F)F)c1ccccn1 | i | -2 | i | i | 11 | i
54 | CCc1nnc(NC(=O)c2ccc(-c3cccc(C(F)(F)F)c3)o2)s1 | i | -3 | i | i | 1 | i
55 | CSCc1ccc(C(=O)NCc2ccc(C)cc2)cc1 | i | -4 | i | i | -3 | i

# | ANO1 block | TRPC4 PAM | KCNQ1 act | hERG protect | TRPC4 act
46 | i | i | i | -1 | i
47 | i | i | i | -3 | i
48 | i | i | i | 3 | i
49 | i | i | i | -6 | i
50 | i | i | i | -18 | i
51 | i | i | i | -14 | i
52 | i | i | i | 0 | i
53 | i | i | i | -5 | i
54 | i | i | i | -7 | i
55 | i | i | i | -3 | i
